# Screening results as filed in PubChem BioAssay.
# BH1578 lux ind: inducers of Vibrio cholerae quorum light production without autoinducers; V. cholerae BH1578 lux reporter, luminescence, 6 h; activation, % at 18.7 µM; 350,000 compounds, 0.16% hits; AID 588436; in the data active = activation mostly above about 9.7%, no sharp cut-off; inconclusive = no clear call, values can overlap the other calls; inactive = mostly below about 3.7%; note: not every result past the cut was called active; inactives centre near 0; reference of the scale not given here
# SARS 3CLpro inh: SARS-CoV 3CLpro protease inhibition; P0C6X7; recombinant SARS-CoV 3CLpro, quenched FRET peptide cleavage; inhibition, % at 6 µM; 290,000 compounds, 0.14% hits; in the data active = inhibition above about 12%
# TcdB inh: blocks C. difficile toxin B glycohydrolase activity; P18177; TcdB glycohydrolase enzymatic assay, plate reader; inhibition, % at 9.99 µM; 350,000 compounds, 0.24% hits; AID 652162; in the data active = inhibition above about 10%
# VHR inh abs: blocks human VHR1 dual specificity phosphatase | P51452 | recombinant VHR phosphatase, pNPP absorbance | inhibition, % at 13.3 µM | 290,000 compounds, 0.52% hits | AID 1654; in the data active = inhibition above about 50%; note: some compounds called inactive have numbers as strong as hits
# PriA SSB inh: inhibitors of Klebsiella pneumoniae PriA binding to SSB C-terminal tail. AlphaScreen SSBct-PriA binding, biotinylated peptide. inhibition, % at 33 µM. 430,000 compounds, 0.6% hits. AID 1272365; in the data active = inhibition mostly above about 37%, no sharp cut-off; inactive = mostly below about 20%;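 note: plate controls were negative control peptide for no effect and reference peptide for full effect; strong numbers were not always called active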
# Rv3671c inh: inhibitors of M. tuberculosis serine protease Rv3671c | inhibition, % at 5.96 µM | 320,000 compounds, 0.048% hits | P9WHR9; in the data active = inhibition above about 38%;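 note: extracellular domain of Rv3671c used as enzyme; 0% = enzyme with DMSO and 100% = no enzyme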
# MazF activator: increases E. coli MazEF RNase cleavage of RNA; P0AE70; FAM/BHQ RNA-DNA oligo cleavage fluorescence, 5 h; activation, % at 20 µM; 350,000 compounds, 0.32% hits; AID 504720; in the data active = activation above about 50%
# PrPC surface inh: cell surface PrPC inhibition, primary TR-FRET screen; P04156; TR-FRET read-out; inhibition, % at 13.8 µM; 370,000 compounds, 0.43% hits; in the data active = inhibition above about 24%; note: 0% = median of the test wells and 100% = reference compound wells
# CCHFV vOTU inh: blocks the CCHF virus ovarian tumor domain protease. CCHFV vOTU protease, Pep-AMC fluorescence. inhibition, % at 11.5 µM. AID 651958. 370,000 compounds, 0.55% hits; in the data active = inhibition above about 30%; note: 0% = vehicle wells with enzyme and 100% = no enzyme wells
# Yp Topo-I inh: inhibitors of Yersinia pestis topoisomerase I; Y. pestis Topo-I cleavage product accumulation, plate reader; activity, % at 10 µM; 360,000 compounds, 0.064% hits; AID 504884; in the data active = activity above about 50%, passing the limit was not always enough; inconclusive = no clear call, values can overlap the other calls; note: inactives centre near 2
# * marks the source's active call; other numbers are inactive results; i = inactive; ? = inconclusive; . = not tested or not shown.
# Every second line gives: BH1578 lux ind	SARS 3CLpro inh	TcdB inh	VHR inh abs	PriA SSB inh	Rv3671c inh	MazF activator	PrPC surface inh	CCHFV vOTU inh	Yp Topo-I inh
Cc1ccc(S(=O)(=O)N2CCNC(=O)C2)c(C)c1
 : 1.2	.	0.2	.	-3	.	2	6	28	0
Cc1ccc(NC(=O)CCC(=O)NNC(=O)COc2ccccc2)cc1C
 : i	-3	0.7	-5	3	-6	0	0	2	-1
CC(Nc1ccnc2cc(Cl)ccc12)c1ccc(S(N)(=O)=O)cc1 (stereo unspecified)
 : 0.1	-3	-0.8	6	1	-3	6	-9	-2	0
N#Cc1c(N)n(CCCN2CCOCC2)c2nc3ccccc3nc12
 : -14	2	.	40	-34	-5	2	-16	-178	1
Cc1cc(C)nc(SCc2ccc3nonc3c2)n1
 : -1.7	2	.	32	-25	3	-3	-11	5	-8
CC(C)C(NS(=O)(=O)c1cccs1)C(=O)NCc1ccccc1Cl (stereo unspecified)
 : -0.4	-3	0.1	-24	-14	-3	4	6	4	7
CC(=O)c1cccc(S(=O)(=O)N2CCN(CCOc3ccccc3)CC2)c1
 : -3.8	.	-2.3	.	-3	-7	-8	-9	13	3
COc1ccc(C(=O)N[C@H](C(=O)NCc2ccco2)C(C)C)cc1
 : i	-3	-1.2	17	-1	-16	5	6	-4	-3
Oc1ccc(C2Nc3cccc4cccc(c34)N2)cc1
 : 0.8	0	-0.1	-1	9	1	12	11	12	-24
COc1ccccc1N1CC(O)=C(c2nc3ccccc3s2)C1=N
 : -4.0	2	15*	-26	9	6	8	14	7	1
COc1cc2oc(=O)c(Br)c(C)c2c(OC)c1OC
 : -3.4	-6	.	22	-19	1	-2	20	7	-2
COc1ccc(OC)c(CNc2ccc3c(c2)nc(C)n3C)c1
 : -0.9	-5	-2.9	25	7	-2	4	-6	2	4
CCOc1ccc(NS(=O)(=O)c2ccc(C(=O)N3CCC3)cc2)cc1
 : i	4	-9.0	5	-5	-14	0	13	15	3
Cn1c(SCC(=O)Nc2ccc(N3CCOCC3)cc2)nnc1C1CC1
 : -2.7	.	0.0	.	-3	-9	2	-4	3	-1
CN1C(=O)C(CC(=O)Nc2ccc(F)cc2)N(CCCc2ccccc2)C1=S (stereo unspecified)
 : i	3	.	34	3	-5	-4	-1	3	-4
O=C(NC1CCCCC1)NC1(C(=O)NCCCN2CCOCC2)CCCCC1
 : i	4	.	28	-24	8	2	1	8	-13
COc1nc(OC)nc(N2CCCCCC2)n1
 : i	3	.	8	0	-1	-1	-6	-13	3
CN(CC(=O)Nc1ccccc1C(F)(F)F)C(=O)CSc1nnc(-c2ccncc2)n1C
 : -0.6	.	1.9	.	-11	-6	5	-1	-9	4
COc1ccccc1-c1cc2nc(C)c(CCC(=O)NCc3ccc(F)cc3)c(C)n2n1
 : i	3	0.9	33	7	-8	3	-1	-16	-6
COc1ccc(/C=C2\SC(=O)N(CC(=O)NCCCn3ccnc3)C2=O)cc1
 : i	1	1.6	24	0	-2	10	-24	8	13
COc1cccc(CN2CC(C(=O)NCCOc3ccccc3)CCC2=O)c1 (stereo unspecified)
 : -0.2	-4	0.6	-26	-2	7	3	5	4	4
O=C(O)CSc1nnc(-c2ccncc2)n1Cc1ccccc1
 : 1.9	-1	.	37	7	10	2	3	24	-2
CC(C)c1cc(C(=O)NC2CCCCCC2)c2ccccc2n1
 : i	.	1.2	.	.	.	-2	-2	1	2
Cc1ccc(C)c(OCCC(=O)OCC(=O)N2CCN(c3ccccc3)CC2)c1
 : i	0	1.2	23	-4	-6	6	-4	14	?
CC1(C)CC(=O)C(=CN2CCOCC2)C(=O)C1
 : -0.5	3	-0.3	-10	-9	5	3	-3	-12	0
CC(=O)Nc1cccc(NC(=O)COc2ccc3c(c2)CCC3)c1
 : -0.5	.	-2.0	.	11	-4	2	5	2	3
Cc1[nH]n2c(=O)c3c(nc2c1-c1ccc(F)cc1)CCCC3
 : -0.2	0	-1.2	15	-13	1	10	5	0	1
CCn1c(Cc2ccccc2)nnc1SCC(=O)Nc1nnc(-c2ccccc2)s1
 : i	-1	.	-19	-17	4	-7	-2	-6	10
COc1ccc(-c2[nH]nc3c2C(c2ccc(OC(=O)N4CCOCC4)cc2)C(C#N)=C(N)O3)cc1 (stereo unspecified)
 : .	-6	.	-10	20	-9	5	4	1	.
O=C(Cc1ccsc1)NNC(=O)c1ccccc1O
 : i	.	0.6	.	0	1	6	-2	-3	1
CCC(C)NC(=O)CSC1=Nc2ccccc2C2=NC(CC(=O)NCc3ccccc3)C(=O)N12 (stereo unspecified)
 : -7.6	3	.	18	-17	1	10	-5	-4	6
CCCOc1ccc(N2C(=O)CC(NNC(=O)c3ccc(COc4ccccc4)o3)C2=O)cc1 (stereo unspecified)
 : -0.2	7	0.4	-4	-8	-11	-14	6	10	39
C=CCOC(=O)CCC(=O)Nc1cc(OC)nc(OC)n1
 : -0.2	-6	.	-9	-6	-1	5	3	-8	-1
COc1ccc(C(=O)NC(=S)NCCO)cc1Br
 : i	7	1.2	0	-1	9	1	6	6	3
CN(c1ccccc1)S(=O)(=O)c1cccc(C(=O)NCCc2c[nH]c3ccccc23)c1
 : i	.	1.6	.	18	-6	2	4	11	6
CCCC(=O)C1=C(O)C(C(=O)OC)C(C)(C)CC1=N (stereo unspecified)
 : i	-3	.	10	-14	-3	12	-4	-4	3
Cc1cc(N/C=C\c2nnnn2-c2ccccc2)no1
 : i	3	.	-6	-1	-12	2	2	-5	1
O=c1[nH]c2cc3c(cc2cc1CN(Cc1nnnn1CC1CCCO1)C1CCCC1)OCO3 (stereo unspecified)
 : -1.4	-4	.	-11	-4	-9	-2	-2	4	3
O=C(CNC(=O)C(c1ccccc1)c1ccccc1)N/N=C/c1ccc(O)cc1O
 : i	-3	-0.5	29	.	13	4	5	-9	-7
CN(C(=O)CCNC(=O)Cn1cnc2ccccc2c1=O)c1ccccc1F
 : -0.1	-4	-0.2	7	0	2	0	-5	2	5
O=S(=O)(c1ccc2nc(-c3ccco3)c(-c3ccco3)nc2c1)N1CCOCC1
 : i	3	.	3	-6	-5	-8	-10	73*	11
CC(=O)c1cccc(NC(=O)NC2CCCCCCC2)c1
 : -0.6	1	1.7	19	3	0	5	4	2	7
C/C(=N\NC(=O)c1ccccc1O)c1ccc(Br)s1
 : -0.3	5	-0.6	-10	.	3	-8	0	14	-14
CCc1cccc(CC)c1NC(=O)COC(=O)c1ccc(F)c(S(=O)(=O)N(CC)CC)c1
 : -0.2	3	.	12	-12	-11	-3	-6	4	-1
Cc1cc(C)c2c(N)c(C(=O)Nc3ccc(C)c(C)c3)sc2n1
 : i	-3	2.1	18	-19	3	3	-3	3	-6
Cc1ccc(NC(=O)C(NC2CCCc3ccccc32)c2ccccc2)c([N+](=O)[O-])c1 (stereo unspecified)
 : i	1	.	4	46*	-3	0	-3	14	3
Cc1cccc(N(CC(=O)NC2CCCCC2)C(=O)Cn2nnc(-c3ccc(C)o3)n2)c1
 : i	0	0.8	5	-7	12	3	3	4	32
COC(=O)c1ccc(CSc2ccc3nnc(-c4ccc(F)cc4)n3n2)o1
 : -0.2	-2	1.3	29	-2	0	0	1	0	7
O=C(NNC(=S)Nc1ccccc1Cl)c1ccccc1Cl
 : -0.8	-3	1.2	-3	-10	-4	-9	2	-2	1
CCNc1nc(NCC)n2c(SC(C(=O)Nc3cc(C)ccc3C)c3ccccc3)nnc2n1 (stereo unspecified)
 : i	5	.	-2	3	-3	2	0	11	-5
CC1(C)c2ccccc2N2CCC(=O)NC21/C=C/c1ccco1 (stereo unspecified)
 : i	3	.	7	20	-8	106*	1	-10	7
COCCNC(=O)CSc1cc(-c2ccccc2)c2ccc(OC)cc2n1
 : i	10	1.6	22	7	-2	-9	33*	-11	-3
O=C(Nc1cccnc1)c1cccnc1
 : i	3	.	22	-6	5	-2	1	-4	8
Cc1ccc(S(=O)(=O)N(Cc2ccccc2Cl)C(=O)N2CCN(C)CC2)cc1
 : i	.	1.2	.	-3	0	1	4	-5	3
O=C(NCCc1ccc(Cl)cc1)c1cccc(N2CCCC2=O)c1
 : -0.2	3	.	15	0	3	6	.	.	12
O=C(NC1CCSC1=O)c1ccc(Oc2ccc(F)cc2)nc1 (stereo unspecified)
 : -0.4	6	.	10	-21	-3	5	-9	3	0
COc1ccc(OC)c(N(CC(=O)NCc2ccncc2)S(C)(=O)=O)c1
 : -0.4	3	.	4	-24	9	-2	-7	-3	0
COc1cccc(NC(=O)NCc2ccccn2)c1
 : 0.4	4	2.1	24	-15	5	-2	-2	9	5
Cc1cc2nc(SCCOC(=O)Nc3cccc(Cl)c3)nc(C)c2cc1C
 : 1.3	1	.	-4	-42	-40	-15	-2	5	15
CC(=O)Nc1ccc(-c2nc3ccccc3o2)cc1
 : -0.4	-1	0.2	-4	-19	-5	13	8	-10	4

# One compound at a time (already shown):
# CCCC(=O)C1=C(O)C(C(=O)OC)C(C)(C)CC1=N (stereo unspecified) in the list: BH1578 lux ind = i; SARS 3CLpro inh = -3; TcdB inh = .; VHR inh abs = 10; PriA SSB inh = -14; Rv3671c inh = -3; MazF activator = 12; PrPC surface inh = -4; CCHFV vOTU inh = -4; Yp Topo-I inh = 3
# O=C(CNC(=O)C(c1ccccc1)c1ccccc1)N/N=C/c1ccc(O)cc1O in the list: BH1578 lux ind = i; SARS 3CLpro inh = -3; TcdB inh = -0.5; VHR inh abs = 29; PriA SSB inh = .; Rv3671c inh = 13; MazF activator = 4; PrPC surface inh = 5; CCHFV vOTU inh = -9; Yp Topo-I inh = -7

# Later entries
# Every second line gives: BH1578 lux ind	SARS 3CLpro inh	TcdB inh	VHR inh abs	PriA SSB inh	Rv3671c inh	MazF activator	PrPC surface inh	CCHFV vOTU inh	Yp Topo-I inh
COc1cccc(/C=N/Nc2ccc([N+](=O)[O-])cn2)c1O
 : i	0	0.8	2	.	81*	6	-4	13	-12
O=C(NCCCNc1ccc(C(F)(F)F)cc1[N+](=O)[O-])c1ccc(F)cc1
 : -0.3	1	0.5	-5	-15	-8	62*	3	17	-4
Cn1ccnc1SCC(=O)Nc1cccc(O)c1
 : -0.1	-3	0.7	15	-2	5	-1	-4	1	6
O=C(Cn1ncc2c3ccccc3n(Cc3ccccc3)c2c1=O)NCCN1CCOCC1
 : -0.4	6	0.3	4	-13	-3	4	1	-4	24
NS(=O)(=O)c1ccc(NC(=O)COc2ccc(C(=O)c3ccc(F)cc3)cc2)cc1
 : -0.2	2	-0.5	19	-15	-65	-28	-5	18	-7
Nc1nnc(SCC(=O)Nc2cccnc2Cl)s1
 : -5.0	.	0.0	.	-18	3	-1	5	-17	4
COc1ccc(NC(=O)CC2C(=O)N(c3ccc(OC)cc3)C(=O)N2CCN2CCN(C)CC2)cc1 (stereo unspecified)
 : -0.4	1	.	-1	0	1	-9	3	7	-18
Cc1ccc(N2C(=O)C3CCC(c4ccccc4)CC3C2=O)cc1 (stereo unspecified)
 : -0.2	3	.	-11	-4	-3	-14	-2	3	-9
COc1ccc(NC(=O)Cn2nnc(C(=O)NCc3ccccc3OC)c2N)cc1Cl
 : -0.2	2	.	-6	-1	0	-11	-2	4	11
COC(=O)Cc1cc(=O)n(-c2nc3ccccc3s2)[nH]1
 : i	4	1.2	-5	2	4	-6	-1	-4	-6
COC(=O)C1=C(c2ccc(OC)c(OC)c2)C[C@@H]2CC[C@H]1N2C(=O)NCc1ccc(F)cc1
 : 3.9	.	5.6	.	-11	-3	1	1	-2	12
CCOC(=O)Cn1nnnc1CN(Cc1cccs1)Cc1cc2cc(C)ccc2[nH]c1=O
 : i	1	.	35	-17	6	3	0	-4	27
O=C(CSc1cn[nH]n1)Nc1ccccc1C(=O)O
 : i	2	2.0	-19	-4	-4	7	5	15	6
CC(Sc1nnc(-c2ccc(Cl)cc2Cl)n1Cc1ccccc1)C(=O)Nc1nccs1 (stereo unspecified)
 : i	2	.	40	-12	-1	-2	0	8	20

# Only part of the results is shown; count on the stated rates, not on these rows.
